# Statin myotox sup: protects C2C12 myotubes from simvastatin toxicity | rescue of ATP level, % at 7.49 µM | ATP luminescence, 48 h; scaled: DMSO 0, geranylgeraniol control 100 | 330,000 compounds, 0.78% hits;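 active = mean ATP rescue above about 67%, or every replicate alone reaching that limit, limit read from the data, passing the limit was not always enough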;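 note: myotubes were challenged with 10 µM simvastatin during compound exposure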
# PGC1a acetyl inh: modulators of PGC1a acetylation. 350,000 compounds, 0.17% hits. inhibition, % at 15.6 µM. U2OS PGC1a acetylation, AlphaScreen anti-acetyl-lysine; with virally co-expressed GCN5 acetyltransferase;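 active = every replicate shows inhibition of at least 40%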;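 note: 0% = neutral control wells and 100% = positive control wells; some results beyond the cut were filed as inactive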
# PglD DTNB: inhibitors of Campylobacter jejuni PglD acetyltransferase; 360,000 compounds, 0.098% hits; inhibition, % at 12.5 µM; purified PglD enzyme, DTNB colorimetric CoA detection; in the data active = inhibition above about 16%, passing the limit was not always enough; note: strong numbers were not always called active
# INS-1E GSIS act: GLuc luminescence reporter in INS-1E cells, primary screen for activators of glucose-dependent secretion of insulin. INS-1E GLuc reporter insulin secretion, 2-3 h. activation, % at 16.6 µM. 370,000 compounds, 0.61% hits. AID 743287;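 active = lowest replicate activation of at least 40%, so every replicate reaches that level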;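 note: 0% = median of neutral control wells and 100% = median of IBMX positive control wells; some compounds called inactive have numbers as strong as hits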
# FN deposit inh: fibronectin deposition inhibition; 350,000 compounds, 0.086% hits; AH1F fibroblasts, Alexa488-fibronectin deposition fluorescence, overnight; inhibition, % at 12.6 µM;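 active = mean inhibition across replicates of 30% or more, regardless of how many single replicates reach that level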;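 note: positive control wells lacked labelled fibronectin entirely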
#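 Measured by – fluorescence 485/525 nm · System – AH1F fibroblast monolayer, labelled fibronectin deposition · Amount – 10000 cells per well · Buffer or medium – serum-reduced DMEM (2% serum) · Doses – single dose, pinned · Also added – fluorescent fibronectin at 24 nM final · Schedule – 1 h cell attachment, overnight exposure to compound and label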
# Cneo AK release: Cryptococcus neoformans lysis via adenylate kinase release. 360,000 compounds, 0.2% hits. lysis activity, % at 15 µM. AID 651654. C. neoformans lysis, adenylate kinase release luminescence, 4 h; normalised: neutral wells 0, clomiphene wells 100;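 active = mean lysis activity across replicates of at least 80%, whatever share of replicates individually reach that level; inactive = mean lysis activity below 80%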
#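 Assay system: Cryptococcus neoformans yeast cells / Dosing: single-point compound dose / Timing: 4 h at 37 °C static, read 1 h later / Measured by: luminescence of released adenylate kinase using an AK detection reagent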
# miR122 inh: inhibitors of miR-122 in Huh7 cells; Huh7 miR-122 Renilla luciferase sensor, 48 h; neutral wells = 0, positive control = 100; activation (reporter increase), % at 12.5 µM; 340,000 compounds, 0.3% hits; AID 602342;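 active = mean replicate activation score at least 90 and every replicate individually at or above 90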;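 note: higher luciferase means less miR-122 activity so hits act as miR-122 inhibitors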
# F508del corr: correctors of CFTR F508del function in bronchial epithelial cells; CFBE cells, YFP halide quenching; stimulated with forskolin plus potentiator P3; % fluorescence drop versus neutral controls; activity (quench increase), % at 7.58 µM; 350,000 compounds, 0.36% hits;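 active = mean added fluorescence quench of at least 8% versus neutral control, with both replicates also reaching 8%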;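 note: cells transiently co-express mutant CFTR-F508del with the halide-sensitive YFP; corrector assay measuring rescue of mutant channel to the surface after 24 h compound exposure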
# The depositor's hits bear a star; nt = no result given; & = joins results of further samples.
# The opening 4 entries as a preview:
SMILES,Statin myotox sup,PGC1a acetyl inh,PglD DTNB,INS-1E GSIS act,FN deposit inh,Cneo AK release,miR122 inh,F508del corr
CCC(C)C1(CC)C(=O)NC(=O)N=C1N (configuration not stated),nt,nt,nt,10,4,nt,nt,nt
COc1ccccc1CN1[C@@H](CO)[C@@H](c2ccccc2)C12CN(C(=O)Cc1ccccc1)C2,nt,nt,nt,-7,0,nt,nt,nt
CC(C(=O)Nc1ccc(Cl)cc1Cl)N1CC=C(c2ccccc2)CC1 (configuration not stated),nt,nt,nt,-24,2,nt,nt,nt
CCn1c(O)c(C=NCc2ccccc2)c(=O)[nH]c1=S,nt,nt,nt,35,-7,nt,nt,nt

# The whole of this part (from the top)
SMILES,Statin myotox sup,PGC1a acetyl inh,PglD DTNB,INS-1E GSIS act,FN deposit inh,Cneo AK release,miR122 inh,F508del corr
CCC(C)C1(CC)C(=O)NC(=O)N=C1N (configuration not stated),nt,nt,nt,10,4,nt,nt,nt
COc1ccccc1CN1[C@@H](CO)[C@@H](c2ccccc2)C12CN(C(=O)Cc1ccccc1)C2,nt,nt,nt,-7,0,nt,nt,nt
CC(C(=O)Nc1ccc(Cl)cc1Cl)N1CC=C(c2ccccc2)CC1 (configuration not stated),nt,nt,nt,-24,2,nt,nt,nt
CCn1c(O)c(C=NCc2ccccc2)c(=O)[nH]c1=S,nt,nt,nt,35,-7,nt,nt,nt
O=P(Nc1cccnc1)(Oc1ccccc1Cl)Oc1ccccc1Cl,nt,nt,nt,-30,4,nt,nt,nt
Cc1ccccc1-n1c(O)c(/C=C2/C(c3ccccc3)=Nc3ccccc32)c(=O)[nH]c1=O,nt,nt,nt,-5,6,nt,nt,nt
CC(Cc1ccccc1)NC(=O)Cc1ccc(N(C)C)cc1 (configuration not stated),nt,nt,nt,14,-2,nt,nt,nt
CN1C(=O)C(=Cc2ccccc2OCc2ccccc2Cl)C(=O)N(C)C1=O,nt,nt,nt,-17,-5,nt,nt,nt
CN1CCN(c2ccc([N+](=O)[O-])c(NCc3ccco3)c2)CC1,nt,nt,nt,6,-7,nt,nt,nt
CCc1ccc(/C=C(/C#N)C(N)=S)cc1,nt,nt,nt,-12,-12,nt,nt,nt
O=C(c1cc(C(=O)NCc2ccc(Cl)cc2)c(=O)n(Cc2ccc(Cl)cc2)c1)c1cc(F)ccc1O,nt,nt,nt,17,-9,nt,nt,nt
CCCCCCC(=O)c1c(O)n(-c2ccccc2OC)c(=O)[nH]c1=O,nt,nt,nt,17,4,nt,nt,nt
CCCn1c(C(=O)c2ccccc2OC)nc2ccccc21,nt,nt,nt,43,3,nt,nt,nt
CN1[C@@H]2CN(S(C)(=O)=O)C[C@H]1C2c1ccccc1 (some centres not stated),nt,nt,nt,0&13,-13&-11,nt,nt,nt
CC/C(=N\N1CCCCCC1)c1c(O)n(-c2ccccc2C)c(=O)[nH]c1=O,nt,nt,nt,-12,4,nt,nt,nt
O=C(O)C1C2CCC(O2)C1C(=O)NC1CCCCC1 (configuration not stated),nt,nt,nt,-52,11,nt,nt,nt
c1ccc(-c2[nH]c(-c3ccccc3)[n+](CC3CO3)c2-c2ccccc2)cc1 (configuration not stated),nt,nt,nt,59,-7,nt,nt,nt
CN1CCN(S(=O)(=O)c2cnc(Cl)c(Br)c2)CC1,nt,nt,nt,-3,11,nt,nt,nt
CCN(CC)c1ccc(N=Cc2c(O)n(CCc3ccc(OC)c(OC)c3)c(=O)[nH]c2=O)cc1,nt,nt,nt,-40,-3,nt,nt,nt
Cc1nn(Cc2ccccc2Cl)c(C)c1C(=O)NC1CCCc2ccccc21 (configuration not stated),nt,nt,nt,2,-4,nt,nt,nt
CCN1C(=O)C(=C2C=C(C)N(Cc3ccco3)C(C)=C2)C(=O)N(CC)C1=S,nt,nt,nt,-18,5,nt,nt,nt
CCCOP(=O)(OCCC)C(NC(=O)c1ccccc1)=C(Cl)Cl,nt,nt,nt,16,-4,nt,nt,nt
COc1ccc(CN2CCN(C(=O)Cc3ccccc3)CC2)c(OC)c1,nt,nt,nt,16,-5,nt,nt,nt
FC(F)(F)CN1CC2NC(C1)C2c1ccc(Br)cc1 (configuration not stated),nt,nt,nt,-10,2,nt,nt,nt
C/C(=N\N1CCCCC1c1cccnc1)c1c(O)n(C2CCCCC2)c(=S)[nH]c1=O (configuration not stated),nt,nt,nt,-29,2,nt,nt,nt
O=P(NCc1ccccc1)(Oc1ccccc1)Oc1ccccc1,nt,nt,nt,9,7,nt,nt,nt
O=C1NC(=O)N(Cc2ccco2)C(=O)/C1=C/c1cccn1CCOc1ccccc1Cl,nt,nt,nt,-25,1,nt,nt,nt
Cc1nn(Cc2ccccc2)c(Cl)c1C(=O)NC1CCCc2ccccc21 (configuration not stated),nt,nt,nt,-3,-7,nt,nt,nt
FC(F)(F)CN1C[C@@H]2N[C@H](C1)C2c1ccc(Br)cc1 (some centres not stated),nt,nt,nt,-15,14,nt,nt,nt
O=C(Cc1ccccc1)OCCN1CCOCC1,nt,nt,nt,11,-2,nt,nt,nt

# Taken from above.
# Under FN deposit inh, C/C(=N\N1CCCCC1c1cccnc1)c1c(O)n(C2CCCCC2)c(=S)[nH]c1=O (configuration not stated) has the entry 2
# Under FN deposit inh, O=C(Cc1ccccc1)OCCN1CCOCC1 has the entry -2

# New compounds follow.
SMILES,Statin myotox sup,PGC1a acetyl inh,PglD DTNB,INS-1E GSIS act,FN deposit inh,Cneo AK release,miR122 inh,F508del corr
O=c1[nH]c(=O)n(-c2ccccc2)c(O)c1/C=C/C=Nc1ccccc1,nt,nt,nt,7,-2,nt,nt,nt
COc1cccc(-n2c(O)c(C=Nc3c(C)n(C)n(-c4ccccc4)c3=O)c(=O)[nH]c2=O)c1,nt,nt,nt,4,-13,nt,nt,nt
CC(=O)N1C[C@@H]2C(c3ccc(Br)cc3)[C@H](C1)N2CC1CC1 (some centres not stated),nt,nt,nt,9&29,-11&6,nt,nt,nt
OC[C@@H]1Nc2ccc(C#Cc3cccnc3)cc2[C@H]2NCC[C@@H]12,nt,nt,nt,3,-4,nt,nt,nt
CS(=O)(=O)N1C[C@@H]2C(c3ccc(Br)cc3)[C@H](C1)N2CC1CC1 (some centres not stated),nt,nt,nt,3&4,3&-1,nt,nt,nt
COc1ccc(-n2c(Cc3cccc([N+](=O)[O-])c3)nc3ccccc3c2=O)cc1,nt,nt,nt,16,-1,nt,nt,nt
O=C1NC(=O)N(c2ccc3c(c2)OCO3)C(=O)/C1=C/c1cccs1,nt,nt,nt,5,-1,nt,nt,nt
CCc1cccc(CC)c1NC(=S)N1CC2CC(C1)c1cccc(=O)n1C2 (configuration not stated),nt,nt,nt,15,-1,nt,nt,nt
Cc1cccc(CN2CCCC(C(=O)c3cccc(OC(C)C)c3)C2)n1 (configuration not stated),nt,nt,nt,7,-4,nt,nt,nt
CCC(C#N)(CC)P(=S)(c1ccccc1)c1ccccc1,nt,nt,nt,-8,-14,nt,nt,nt
CCOP(=O)(OCC)C(NC(=O)c1ccccc1C)C(Cl)(Cl)Cl (configuration not stated),nt,nt,nt,4,-1,nt,nt,nt
Cc1ccc(-n2c(/C=C/c3ccc4c(c3)OCO4)nc3ccccc3c2=O)cc1,nt,nt,nt,-22,-2,nt,nt,nt
O=C(c1ccc(N2CC3CC(C2)c2cccc(=O)n2C3)c([N+](=O)[O-])c1)N1CCCCC1 (configuration not stated),nt,nt,nt,15,0,nt,nt,nt
C=CCN1[C@@H]2CN(CC(F)(F)F)C[C@H]1C2c1ccc(Br)cc1 (some centres not stated),nt,nt,nt,4&2,-5&-3,nt,nt,nt
CS(=O)(=O)N1C[C@@H]2N[C@H](C1)C2c1ccccc1 (some centres not stated),nt,nt,nt,15&17,-4&-11,nt,nt,nt
COc1ccc(CCNC2CCCCC2)cc1OC,nt,nt,nt,9,-5,nt,nt,nt
CCOC(=O)C1CCN(/C=C2\C(=O)NC(=S)N(CC)C2=O)CC1,nt,nt,nt,-2,0,nt,nt,nt
CCOc1cc(CNCCc2c[nH]c3ccccc23)cc(Cl)c1OCC,nt,nt,nt,-4,2,nt,nt,nt
O=c1[nH]c(O)c(N=Nc2ccc(S(=O)(=O)N3CCOCC3)cc2)c(=O)[nH]1,nt,nt,nt,12,-7,nt,nt,nt
CCCCN(Cc1ccccc1)C1CCN(CCc2ccccc2)CC1,nt,nt,nt,-14,-4,nt,nt,nt
O=c1[nH]c(=S)[nH]c(O)c1N=Nc1ccc(S(=O)(=O)N2CCc3ccccc32)cc1,nt,nt,nt,-18,14,nt,nt,nt
CCCCn1c(=O)c(C=Nc2ccc(Cl)cc2)c(O)n(Cc2ccco2)c1=O,nt,nt,nt,-14,-9,nt,nt,nt
CNC(C(=O)c1ccccc1)C(OC)c1ccc(C)cc1 (configuration not stated),nt,nt,nt,20,-2,nt,nt,nt
Cc1cccc(-n2c(O)c(/C=C/C=Nc3ccccc3)c(=O)[nH]c2=O)c1,nt,nt,nt,-2,-4,nt,nt,nt
Cc1ccccc1-n1c(O)c(/C=N/Nc2nc3c(c(=O)n(C)c(=O)n3C)n2C)c(=O)[nH]c1=S,nt,nt,nt,8,4,nt,nt,nt
Cc1cc(NC(=O)CCC(=O)N2CCC3(CC2)OCCO3)no1,nt,nt,nt,20,2,nt,nt,nt
COc1ccc2c(c1OC)C(=O)OC2c1c(O)n(C2CCCCC2)c(=O)[nH]c1=O (configuration not stated),2,44,nt,nt,nt,nt,-6,nt
COc1cc(C(=O)Nc2ccc(Br)cc2C(=O)c2ccccc2)cc(OC)c1OC,9,2,nt,nt,nt,nt,6,nt
C(#CCN1CCOCC1)COC/C=C/c1ccccc1,0,-26,nt,nt,nt,nt,0,nt
O=C(Cc1ccccc1)N1CCN(C/C=C/c2ccccc2)CC1,7,-6,nt,nt,nt,nt,-9,nt
CCC(=NC1CC1)c1c(O)n(-c2ccc(OC)cc2)c(=O)[nH]c1=O,0,-3,nt,nt,nt,nt,2,nt
COCCNC(=O)c1c(NC(=O)c2ccco2)n(Cc2ccccc2)c2nc3ccccc3nc12,-3,nt,-4,nt,nt,6,nt,nt
CCCCCCn1c(O)c(C=NC2CCN(Cc3ccccc3)CC2)c(=O)[nH]c1=O,-15,nt,2,nt,nt,1,nt,nt
O=c1[nH]c(=O)n(C2CCCCC2)c(O)c1C=NCCCn1ccnc1,1,nt,-4,nt,nt,-9,nt,nt
Cc1c2cnn(CC(=O)N3CCC4(CC3)OCCO4)c(=O)c2c(C)n1Cc1ccccc1F,8,nt,3,nt,nt,-1,nt,nt
CCc1cc2c(s1)NC(=O)CN=C2c1cccs1,nt,nt,5,nt,nt,-7,13,nt
CN1C(=O)C(Cc2cccc3ccccc23)C(=O)N(C)C1=O,nt,nt,1,nt,nt,-2,-1,nt
COC(=O)Nc1nc2ccccc2[nH]1,nt,14,nt,nt,nt,nt,-2,-4.0
O=C1NC(=O)C2(Cc3ccccc3N3CCCC32)C(=O)N1c1ccc(Cl)cc1 (configuration not stated),nt,nt,-2,nt,-6,-5,nt,nt
CCOC(=O)Cn1cc([N+](=O)[O-])nc1[N+](=O)[O-],nt,-9,nt,1,nt,nt,-2,nt
O=C1C(c2ccccc2)=C(N2CC2)c2ccccc21,nt,18,nt,5,nt,nt,-8,nt
CCOC(=O)C(O)(c1ccc(N)c(OC)c1)C(F)(F)F (configuration not stated),nt,-6,nt,7,nt,nt,-3,nt
OCC[N+]12CCC(CC1)C(C(O)(c1ccccc1)c1ccccc1)C2 (configuration not stated),nt,15,nt,nt,-2,nt,nt,-0.5
COc1ccc(C(O)P(=O)(OC(C)C)OC(C)C)cc1 (configuration not stated),nt,9,nt,nt,7,nt,nt,-0.8

# Assay outcomes deposited in PubChem BioAssay by Broad Institute.

# Some of the compounds tested; count on the stated rates, not on these rows.
